ADAM10 inh: inhibitors of human ADAM10. O14672. recombinant ADAM10, EDANS/DABCYL FRET peptide cleavage, 3 h. inhibition, % at 7 µM. 0.62% of 370,000 active. AID 720582;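 active = inhibition above a per-campaign cutoff equal to the mean of compounds falling between control-based bounds plus 3 SD, cut at about 20% in these data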;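 note: 0% = DMSO wells while the 100% control is not disclosed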
Target sequence (O14672 214-748 limits assumed): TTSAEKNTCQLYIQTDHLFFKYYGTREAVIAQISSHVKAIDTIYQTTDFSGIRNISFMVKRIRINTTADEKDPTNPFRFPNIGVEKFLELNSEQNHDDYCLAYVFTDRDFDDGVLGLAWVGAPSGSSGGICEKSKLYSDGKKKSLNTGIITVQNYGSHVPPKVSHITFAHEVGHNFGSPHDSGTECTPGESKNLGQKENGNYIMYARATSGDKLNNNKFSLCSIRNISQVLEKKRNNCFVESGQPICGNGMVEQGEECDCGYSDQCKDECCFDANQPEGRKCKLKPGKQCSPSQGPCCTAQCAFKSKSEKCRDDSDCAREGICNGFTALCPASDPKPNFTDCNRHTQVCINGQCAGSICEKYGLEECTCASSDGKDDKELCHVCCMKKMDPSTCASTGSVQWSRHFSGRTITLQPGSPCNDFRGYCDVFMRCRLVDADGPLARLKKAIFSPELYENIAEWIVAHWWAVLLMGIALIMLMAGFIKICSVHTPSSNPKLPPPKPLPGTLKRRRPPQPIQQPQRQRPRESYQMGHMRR
NPR2 activator: GC-B (human) receptor activation; 0.11% of 370,000 active; P20594; HEK293-GC-B cells, CNP EC30, cGMP TR-FRET; 0% at EC30 CNP, 100% saturating CNP; activation, % at 10 µM;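 active = activation at 10 µM reaching about 35% in either raw or pattern-adjusted values, limit read from the data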
hgDAF12 agonist: agonists of H. glycines DAF-12 nuclear receptor; HEK293 GAL4-hgDAF12 UAS-luciferase reporter, agonist luminescence; normalized to butyrate control; activation, % at 6.8 µM; 1.8% of 370,000 active;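 active = activation above a cutoff set at the mean of all screened compounds plus 3 SD, cut at about 10% in these data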;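 note: 0% = DMSO wells and 100% = sodium butyrate wells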
SMARCA2 activ: SMARCA2 function activation, primary screen; MG213 cells, MMTV-luciferase reporter, dexamethasone, overnight; activation, % at 9.1 µM; 1% of 370,000 active; AID 652017; in the data active = activation above about 7.8%;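 note: 0% = vehicle wells and 100% = reference activator wells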
DAX1 inh-1: DAX1 (NR0B1) inhibition, primary screen. HEK293T StAR-luciferase reporter, SF-1/DAX-1 repression relief. inhibition, % at 6.8 µM. 1.1% of 370,000 active. AID 652010;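 active = inhibition above the mean over all tested compounds plus 3 SD, cut at about 3.6% in these data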;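 note: 0% = DAX-1 cells with DMSO and 100% = cells lacking DAX-1 with DMSO; higher inhibition means more luminescence from relief of DAX-1 repression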
DAX1 inh-2: inhibits human nuclear receptor DAX1. inhibition, % at 6.75 µM. HEK293 Gal4-DAX1 luciferase reporter, luminescence. 0.99% of 340,000 active. AID 504766;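 active = inhibition above the mean over all tested compounds plus 3 SD, cut at about 4.2% in these data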;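 note: 0% = DAX1-transfected cells with DMSO and 100% = empty-vector control cells with DMSO; inhibition shows as a rise in luminescence from relieved DAX1 repression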
NPR1 activator: GC-A (human) enzyme activation; activation, % at 10 µM; HEK293 GC-A cells, cGMP TR-FRET, EC30 ANP; 0% at EC30 ANP, 100% saturating ANP; 0.14% of 370,000 active; in the data active = activation above about 40%
HGIII-sPLA2 inh: Inhibits HGIII-sPLA2 liposome hydrolysis, primary screen; AID 743126; inhibition, % at 12.2 µM; Q9NZ20; QFRET BODIPY PC-A2 liposome hydrolysis, fluorescence; 0.56% of 370,000 active;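 active = inhibition above mean plus 3 SD of compounds lying within the high and low control bounds, cut at about 19% in these data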;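 note: 0% = median of test compound wells and 100% = no enzyme DMSO wells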
Target sequence (Q9NZ20 whole entry, looked up): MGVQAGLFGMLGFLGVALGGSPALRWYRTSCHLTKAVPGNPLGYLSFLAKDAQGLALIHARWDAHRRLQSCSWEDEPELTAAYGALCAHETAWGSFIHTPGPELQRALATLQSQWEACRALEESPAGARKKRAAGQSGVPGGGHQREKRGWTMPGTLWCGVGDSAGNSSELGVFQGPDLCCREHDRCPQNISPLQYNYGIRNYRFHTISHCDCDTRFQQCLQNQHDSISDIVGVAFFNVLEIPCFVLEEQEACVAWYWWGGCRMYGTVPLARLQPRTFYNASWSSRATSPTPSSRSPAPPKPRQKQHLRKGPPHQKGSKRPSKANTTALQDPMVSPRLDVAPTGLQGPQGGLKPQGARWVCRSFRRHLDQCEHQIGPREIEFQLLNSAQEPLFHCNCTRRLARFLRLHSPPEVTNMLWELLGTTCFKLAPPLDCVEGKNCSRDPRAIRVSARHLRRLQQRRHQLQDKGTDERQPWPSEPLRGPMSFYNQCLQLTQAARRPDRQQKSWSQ
GAA850 FXN act: activators of GAA850 frataxin (FXN) promoter. activation, % at 6 µM. HEK293 lucGAA850 FXN promoter luciferase reporter, 24 h; percent of 10 µM SAHA response. 0.56% of 360,000 active. AID 540364;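 active = activation above the average of all compounds screened plus 3 SD, cutoff fixed separately per campaign, cut at about 7.5% in these data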;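 note: 0% = DMSO wells and 100% = 10 µM SAHA wells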
hcDAF12 agonist: activates DAF-12 receptor from parasite H. contortus; HEK293 hcDAF-12 lit1-tk-luc reporter, luminescence; 0% DMSO, 100% Δ7-dafachronic acid; activation, % at 6.8 µM; 1.4% of 370,000 active; AID 652067;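 active = activation above the mean of all tested compounds plus 3 SD, cut at about 5.5% in these data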;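 note: 100% = response to 3 µM Δ7-dafachronic acid high control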
ssDAF-12 act: S. stercoralis DAF-12 activation, primary screen | HEK293 ssDAF-12/GRIP1 lit1-tk-luc reporter, luminescence; % of 3 µM dafachronic acid response | activation, % at 6.8 µM | 1% of 370,000 active | AID 652126;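 active = activation above the mean over all tested compounds plus 3 SD, cut at about 0.9% in these data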;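 note: 0% = DMSO-only wells and 100% = 3 µM delta7-dafachronic acid wells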
Numbers without * were called inactive; nt = not tested or not shown.

SMILES	ADAM10 inh	NPR2 activator	hgDAF12 agonist	SMARCA2 activ	DAX1 inh-1	DAX1 inh-2	NPR1 activator	HGIII-sPLA2 inh	GAA850 FXN act	hcDAF12 agonist	ssDAF-12 act
Cc1nc(NC(=O)CCN2C(=O)C3CC=CCC3C2=O)sc1C (centres undefined)	-7	2	0.4	3	0.8	0.3	3	5	0.7	-1.1	-0.7
COC(=O)Nc1cccn(Cc2c(Cl)cccc2Cl)c1=O	-15	1	-0.4	-4	-0.7	-0.4	2	0	1.8	-2.4	-1.7
COc1ccc(Cl)cc1NC(=O)CN(C)C(=O)c1cc2c(s1)CCC(C)C2 (centres undefined)	-2	-1	0.5	-1	1.2	-0.2	-1	6	1.4	-0.9	-1.2
COc1ccc(N2CCN(C(=O)c3ccc(COc4ccc5c(C)cc(=O)oc5c4)cc3)CC2)cc1	-65	9	2.4	0	-0.7	-0.9	-1	-5	-2.4	-1.5	-1.3
CCCc1c(C)[nH]c2ccc(C(=O)O)cc2c1=S	-25	-1	-1.4	1	0.6	0.7	-3	-7	1.0	1.4	-1.2
CC(C)NC(=O)CSc1ncccc1-c1nc2ccccc2[nH]1	-24	3	-0.2	-2	0.1	0.8	3	1	-0.6	0.5	-1.4
COc1ccc(OC)c(CC(=O)Nc2cc(S(=O)(=O)N3CCCCC3)ccc2C)c1	3	-2	-0.7	0	-2.8	0.0	-2	-3	3.8	-2.0	-1.2
Cc1nnc(SCCCN2C(=O)c3ccccc3C2=O)o1	1	-1	-0.8	1	0.8	-0.2	1	1	-2.4	-2.8	-0.8
CCOC(=O)C1=CN(Cc2ccco2)S(=O)(=O)N(C)C1CC (centres undefined)	-8	-2	-3.7	-1	0.4	-1.3	-2	-7	2.9	0.9	-1.3
CCSc1nnc(NC(=O)c2cccnc2Cl)s1	2	3	3.5	3	1.2	0.0	2	2	3.6	-0.4	-0.7
O=C(Nc1ccn(CCCN2CCN(c3ncccn3)CC2)c(=O)n1)OCc1ccccc1	-5	-1	4.6	-4	-2.1	-0.3	3	-2	1.8	-3.2	0.0
O=C(c1cc2ccccc2o1)c1nc2c(n1O)CCCCC2	-3	-3	6.6	-2	1.2	2.8	1	-5	1.2	0.8	0.2
COc1ccc(-c2c(C#N)c(N)nc3sc(C(=O)c4ccc(C)cc4)c(N)c23)cc1	-12	-5	3.2	-2	1.2	0.7	-2	3	-0.9	0.1	-0.6
O=C(N/N=C/c1cccnc1)c1[nH]ncc1Br	-3	-2	13*	3	1.2	-0.1	-2	8	5.4	6.8*	-0.4
CCCCN1C(=O)C(CC(=O)NCCCCc2ccccc2)CC(C(=O)N2CCOCC2)=C1C (centres undefined)	0	-2	1.1	-2	-0.3	0.5	2	3	0.0	-1.6	-0.7
Cc1ccc(C(=O)NNC(=S)NC(=O)COc2ccccc2)cc1	5	2	1.4	1	0.4	-0.4	1	2	-1.1	-0.5	-0.8
CCOc1ccc(/C=N/NC(=O)C2CCCC2)c(OCC)c1	-2	0	4.0	-3	0.0	0.2	1	8	1.8	-0.3	0.2
COc1ccc(/C=N/N(Cc2ccccc2)c2ccccc2)cc1O	2	-4	2.1	-1	0.2	-0.4	-9	-19	0.8	1.5	-0.8
Cc1cc(C)c(NC(=O)CN2CCN(c3ccccn3)CC2)c(C)c1	-9	2	-0.7	-2	-0.1	1.8	-1	0	0.5	1.2	-1.6
CC1CCC2(CC1)C(Nc1cccc(Cl)c1)=NC(=S)N2CC#N (centres undefined)	11	5	-2.2	-1	-0.3	-1.1	-3	-8	-0.5	-1.1	-1.1
CSC1=NCCN1C(=O)Cc1cccs1	-14	6	2.5	-1	0.8	4.2	4	4	0.9	0.8	0.0
Cc1ccc(C(=O)N/C(=C\c2cn(C)c3ccccc23)C(=O)NCCN2CCOCC2)cc1	-1	1	-0.3	-1	-0.6	0.4	-5	5	1.6	3.5	0.0
COC(=O)CC(NC(=O)Nc1ccccc1F)c1ccc2c(c1)OCO2 (centres undefined)	0	-2	-1.0	-2	-0.4	1.1	3	-1	0.0	-0.7	-0.7
COc1ccc(Cc2nnc(N)s2)cc1	0	0	-0.5	-4	-0.6	0.3	3	0	-0.2	0.0	-0.7
CCn1c(COc2ccc(C)cc2)nnc1SCC(=O)Nc1ccc(C(=O)OC)cc1	3	2	2.8	-4	-1.8	nt	-2	-3	nt	0.6	-1.7
(list continues)
SMILES	ADAM10 inh	NPR2 activator	hgDAF12 agonist	SMARCA2 activ	DAX1 inh-1	DAX1 inh-2	NPR1 activator	HGIII-sPLA2 inh	GAA850 FXN act	hcDAF12 agonist	ssDAF-12 act
CCOC(=O)C1CCN(C(=O)COC(=O)c2cc(-c3cccs3)nn2-c2ccccc2)CC1	1	-4	0.0	-1	-0.4	0.2	-3	-7	3.3	-0.8	-1.3
O=C(CN1C(=O)CSc2ccccc21)Nc1ccc2c(c1)OCCO2	9	9	1.8	1	0.7	0.6	2	8	1.6	4.8	-1.2
O=C(OCCOc1ccc(Br)cc1)c1cnccn1	7	-2	0.5	-1	0.6	-1.3	0	2	0.9	-1.6	-0.9
CCc1ccc(NC(=S)NC(=O)CC(C)C)cc1	5	3	15*	2	2.4	2.8	0	8	4.5	2.8	-0.2
COCCNC(=O)CN(Cc1cccs1)C(=O)CCC(=O)Nc1nccs1	-2	-2	-0.7	-5	1.1	-1.0	1	15	-0.2	-0.3	-1.1
C=CCNc1nc(NCc2cccc(OC)c2)c2sc(-c3ccccc3)cc2n1	-41	7	3.7	-1	-1.0	nt	10	-9	1.1	2.1	-1.4
CCOc1cccc(/C(O)=C2/C(=O)C(=O)N(Cc3cccnc3)C2c2ccco2)c1 (centres undefined)	-5	-2	0.5	-1	0.5	1.6	-1	-4	1.4	0.7	-0.8
NC(=O)N(N)c1nc(N2CCCC2)nc(N2CCCC2)n1	-2	3	-3.0	1	0.7	-0.4	1	-2	2.5	-0.5	-1.4
CCn1cc(C(=O)NCCCN(CC(C)C)CC(C)C)c(=O)c2cc(S(=O)(=O)N(C)C3CCCCC3)ccc21	2	7	0.7	0	1.9	-0.7	-3	5	-1.1	1.4	-0.9
O=C1OCCC1=COCCCCOC=C1CCOC1=O	-4	2	3.0	1	-0.8	-0.7	3	3	-1.1	0.1	-1.1
COc1ccc(C2=CC(c3ccc(OC)c(OC)c3)NC(=S)N2)cc1 (centres undefined)	-38	-1	0.6	1	0.3	-0.2	1	-7	1.3	-1.9	-1.5
COc1ccc(CNC(=O)c2cnn3c(C(F)F)cc(C)nc23)cc1OC	-8	1	-5.3	-2	-2.2	-0.5	4	2	1.6	-0.9	-1.2
CCOC(=O)C1=C(C)OC(N)=C(C#N)C1c1cncc(-c2ccc(F)cc2)c1 (centres undefined)	8	-12	1.0	3	-1.4	-0.9	-12	-45	2.0	-0.7	-1.4
COC(=O)C1N[C@@H]([C@@H](NC(=O)COc2ccccc2)C(=O)NCc2ccc(OC)cc2)SC1(C)C (some centres undefined)	2	-1	-0.4	0	0.3	-1.0	0	-3	-2.4	-2.0	-1.5
COc1cccc(/C=N/n2nnnc2N)c1OCc1ccccc1Cl	-18	3	-2.2	-1	-1.1	-0.8	8	-1	-1.0	-0.9	-1.8
COc1ccc(CCNCc2ccc(-c3ccccc3)cc2)cc1OC	-4	-12	2.4	-1	0.0	-0.4	-13	-12	2.0	2.2	-1.1
O=C(CCc1ccccc1)NCCSCc1c(F)cccc1Cl	0	-1	-3.1	-2	1.3	-1.1	-3	-5	3.8	-1.8	-1.8
Cn1ccnc1-c1nnn(-c2ccc(F)cc2)n1	-5	1	6.4	5	0.1	0.7	-2	5	3.1	3.6	-0.9
O=C(N/N=C/c1ccc2nccnc2c1)c1ccc(Br)cc1	-3	-3	1.6	-4	-0.1	nt	1	-2	-0.9	-1.6	0.3
COc1ccc(C(=O)NNC(=O)Cn2nnc(-c3ccc(OC)c(OC)c3)n2)cc1	3	5	-0.9	0	-0.3	1.6	-2	-9	-1.1	-2.0	-1.8
CC1(C)Cc2nc3oc4c(=O)n(CC(=O)Nc5ccccc5)cnc4c3cc2CO1	-10	0	-3.0	-2	-1.2	-0.1	-2	3	-1.7	0.0	-1.8
COC(=O)c1cn(NC(=O)CCC2CCCC2)c(=O)c2ccccc12	-6	-4	0.4	-4	-0.2	0.2	5	-4	-0.9	-2.0	-0.6
COc1ccc(CCNC(=O)Cn2cc(C(F)(F)F)cc(Cl)c2=O)cc1OC	-9	-1	-0.6	-1	0.3	-0.9	-3	13	3.0	-0.8	-0.5
COC(=O)CC1C(=O)NCCN1C(=S)NC(=O)c1ccccc1[N+](=O)[O-] (centres undefined)	3	2	0.1	2	0.4	-0.9	-2	1	0.5	-1.9	-1.8
Nc1ncnc2c1ncn2-c1ccccc1Cl	-7	6	1.9	-2	2.6	0.3	3	-1	2.4	2.3	-1.3

Some values from the list:
`CCOc1cccc(/C(O)=C2/C(=O)C(=O)N(Cc3cccnc3)C2c2ccco2)c1` (centres undefined) in ssDAF-12 act is entered as -0.8
`CCCCN1C(=O)C(CC(=O)NCCCCc2ccccc2)CC(C(=O)N2CCOCC2)=C1C` (centres undefined) in hcDAF12 agonist is entered as -1.6

Next part:
SMILES	ADAM10 inh	NPR2 activator	hgDAF12 agonist	SMARCA2 activ	DAX1 inh-1	DAX1 inh-2	NPR1 activator	HGIII-sPLA2 inh	GAA850 FXN act	hcDAF12 agonist	ssDAF-12 act
CCCn1c(SCC(=O)Nc2ccc(F)c(Cl)c2)nc(O)cc1=O	-16	-2	-2.0	-4	-1.5	0.6	-1	10	0.2	-2.3	-0.8
CC(=O)Nc1cc(-c2ccccc2F)cn2c(-c3ccccc3)cnc12	-70	13	0.3	0	-1.7	nt	2	4	2.7	-1.2	-1.2
CCN1CCN(CCCNC(=O)c2ccc3c(=O)n(CCc4ccccc4)c(=O)[nH]c3c2)CC1	-60	-4	-1.0	-2	0.1	-0.2	1	-1	0.2	-1.9	-0.7
CC(C)N(C(=O)COC(=O)c1cncc(Br)c1)C(C)C	9	0	-0.7	-3	-1.0	-0.8	6	1	1.1	1.6	-0.8
O=C(NN1C(=O)c2ccccc2NC1c1ccco1)c1ccc([N+](=O)[O-])cc1 (centres undefined)	0	-2	18*	1	-0.3	0.6	0	0	0.7	1.5	-1.2
COc1cc(C(=O)NCc2nnc(SCC(=O)Nc3cccc(C)c3)o2)cc(OC)c1OC	5	2	-1.8	-1	1.2	0.8	-3	-3	-1.2	-1.3	-1.0
CCC(C)[C@@H](CN)NCC1(c2ccccc2)CC1 (some centres undefined)	-1	-4	0.2	0	-0.7	1.3	0	1	0.3	-0.1	-1.0
Cc1onc(-c2ccc(Cl)cc2)c1-c1ccn(S(=O)(=O)c2ccccc2)n1	17	-7	1.9	-6	-1.0	nt	-8	8	nt	1.0	-1.2
O=C(O)c1nn(CC(=O)N2CCN(c3ccccc3)CC2)c(=O)c2ccccc12	-6	-5	-0.8	-5	0.2	0.7	0	15	0.2	-2.2	-1.1
Cc1ccc(C)c(-c2nn(-c3cc(N4CCN(CCO)CC4)ccc3[N+](=O)[O-])c(=O)c3ccccc23)c1	8	-4	-3.8	-4	0.0	0.0	1	-22	1.6	-1.2	-1.2
O=C(c1ccco1)N1CCN(Cc2cn[nH]c2-c2ccc(F)cc2F)CC1	-3	2	-3.2	-2	0.2	-0.5	3	8	-0.5	-1.6	-1.4

Compound activity from PubChem.

No enrichment for hits; about 6.6% have a hit in one of these screens.
